# KCNH2 3.1 inh: KCNH2 3.1 (human) potassium channel inhibition; U2OS KCNH2 3.1, thallium flux FluxOr; stronger effect = lower value; activity change, % (tested at about 1.8 µM); hit rate 0.95% among 340,000; AID 720553;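 active = maximum activity change below -70%; inconclusive = maximum activity change from -70% to -50%; inactive = maximum activity change above -50%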;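 note: thallium influx rate constant from kinetic fluorescence after stimulation buffer; % is set by controls: 0 for no effect and ±100 for the full control effect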
#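 Steps: virus added to U2OS suspension (4 h, RT, dark); medium with 10% FBS added, cells plated, 37 C overnight; FluxOr/Red40 loading buffer 45 min RT; stimulation buffer, 2 min kinetic read; rate constant normalized.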
# TRPV1 ag: human TRPV1 agonism | Q8NER1 | TRPV1-expressing cells, Fluo-8 calcium influx, agonist mode | activation, % at 8.33 µM | hit rate 0.19% among 320,000 | AID 540275; in the data active = activation above about 80%; inconclusive = between about 30% and that limit; note: 0% is about no effect
#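 Fluo-8 calcium influx in TRPV1-expressing cells, kinetic read (ex 480/em 520 nm). Compound added and read 3 min for agonist activity, followed by capsaicin at EC20 final and 2 min further read for enhancement.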
# Coupling enz: counter-screen for Giardia aldolase inhibitors: coupling enzyme system | coupling enzyme system counterscreen, AmpLite Red fluorescence | activity change, negative = inhibition, % at 58.2 µM, hits read low | hit rate 0.67% among 290,000 | AID 2472; in the data active = activity change below about -30%; note: % is set by controls: 0 for no effect and ±100 for the full control effect
#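 Compounds tested against the coupling enzymes alone at 57.5 uM final; readout was AmpLite Red fluorescence (525/598 nm) after 20 min at RT.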
# GALK inhibitor: blocks human galactokinase activity; P51570; Purified GALK, Kinase-Glo residual ATP luminescence; Potency, µM (highest dose often 57.5 µM), without a hit: top-dose activity change, negative = inhibition, most hits filed as inhibitors; hit rate 0.007% among 270,000; AID 1868; note: potency is the fitted concentration of half-maximal effect; % is set by controls: 0 for no effect and ±100 for the full control effect
# Target sequence (P51570 whole entry, looked up): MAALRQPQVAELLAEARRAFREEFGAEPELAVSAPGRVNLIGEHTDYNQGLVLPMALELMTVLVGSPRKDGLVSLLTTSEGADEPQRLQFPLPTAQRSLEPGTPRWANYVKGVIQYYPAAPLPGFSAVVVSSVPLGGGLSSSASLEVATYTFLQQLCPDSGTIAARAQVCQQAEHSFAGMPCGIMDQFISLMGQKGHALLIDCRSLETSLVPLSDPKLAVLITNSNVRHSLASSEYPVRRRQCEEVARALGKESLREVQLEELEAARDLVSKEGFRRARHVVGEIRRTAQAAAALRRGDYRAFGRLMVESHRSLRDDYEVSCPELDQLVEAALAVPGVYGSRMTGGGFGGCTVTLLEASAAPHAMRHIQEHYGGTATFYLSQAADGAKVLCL
#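 Galactose (100 uM) and ATP (35 uM) were turned over by 5 nM GALK for 1 h at RT. Kinase-Glo Plus then converted the remaining ATP into a luminescent signal.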
# MBNL1-CUG inh: blocks human MBNL1 binding to CUG repeat RNA | Q9NR56 | TR-FRET MBNL1-His/biotin-(CUG)12 binding, 665/545 ratio | Potency, µM (highest dose often 57.5 µM), inactives show at the top dose activity change, negative = inhibition, usual class: inhibitors | hit rate 0.036% among 280,000 | AID 2675; active = well fitted inhibition curve with a large enough effect in the signal ratio, with a control signal flat, not every such curve was filed as active; inconclusive = small, poorly fitted or top-dose-only effect, or effect the other way, or a change in a side signal; inactive = no such curve, though single readings can be large or run the other way; the % refers to the signal ratio; note: potency is the fitted concentration of half-maximal effect; % is set by controls: 0 for no effect and ±100 for the full control effect
# Target sequence (Q9NR56 whole entry, looked up): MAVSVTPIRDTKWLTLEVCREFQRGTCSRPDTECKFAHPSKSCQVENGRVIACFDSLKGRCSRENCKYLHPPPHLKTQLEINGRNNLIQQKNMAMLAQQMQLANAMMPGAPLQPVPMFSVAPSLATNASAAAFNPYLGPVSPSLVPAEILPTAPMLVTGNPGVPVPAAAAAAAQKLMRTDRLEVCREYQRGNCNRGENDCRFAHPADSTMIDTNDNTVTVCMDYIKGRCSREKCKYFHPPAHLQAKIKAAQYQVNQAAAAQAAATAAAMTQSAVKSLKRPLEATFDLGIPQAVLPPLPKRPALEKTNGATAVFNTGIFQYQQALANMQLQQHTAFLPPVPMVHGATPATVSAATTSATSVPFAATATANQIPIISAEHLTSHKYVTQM
#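 Ratiometric TR-FRET (665 over 545 nm, excitation 340 nm) tracks disruption of MBNL1-His/biotin-(CUG)12 complex after 60 min at room temperature, with compounds at 92 nM to 58 uM final.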
# AT treatment: potential ataxia-telangiectasia treatments restoring KAP-1 phosphorylation; […] A-T fibroblasts, KAP-1 phosphorylation AlphaLISA; neocarzinostatin DNA damage 30 min before lysis; Potency, µM (top dose mostly 57.5 µM), inactives show at the top dose activation, usual class: activators; hit rate 0.19% among 320,000; AID 485349; note: potency is the fitted concentration of half-maximal effect; % of control where 0% means no effect; nearly all actives have a fitted effect of over 45% in size
#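 ATM-like activity read as KAP-1 phosphorylation via AlphaLISA donor/acceptor antibody pairs after lysis and 6 hr at 25C. Cells were ATM-null patient fibroblasts ([…], hTERT), dosed 60 min, then exposed to the DSB inducer NCS for 30 min.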
# ASM inhibitor: inhibitors of human secretory acid sphingomyelinase | hit rate 0.006% among 340,000 | P17405 | Potency, µM (top dose mostly 57.5 µM), for inactives: at the top dose activity change, negative = inhibition, actives largely listed as inhibitors | placental ASM, HMU-PC fluorogenic substrate, 60 min | AID 504937; note: potency is the fitted concentration of half-maximal effect
#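 Fluorogenic HMU-PC substrate (9 uM final) is turned over by placental ASM in 60 min at 37 C after a 10 min compound preincubation. Reaction ended by alkaline stop (pH 10), with fluorescence read at 386/447 nm.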
# Integrin act MD: integrin-mediated muscular dystrophy alleviation activation. alpha7betagal myoblasts, beta-gal FDG fluorescence, 48 h. hit rate 0.064% among 350,000. Potency, µM (highest dose often 38.3 µM), without a hit: at the top dose activation, hits mostly activators;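 note: potency is the fitted concentration of half-maximal effect; 100% = response of the positive control SU9516; nearly all actives have a fitted effect of over 60% in size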
#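 alpha7betagal+/- myoblasts (passage 13, 250/well) treated 48 h at 37C with compounds at 1:260 dilution of DMSO stock. Lysed, then beta-galactosidase activity read as FDG fluorescence (ex 480/em 540) after 30 min, with pre-read for autofluorescence.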
# KCNH2 WT inh: inhibitors of human wildtype KCNH2 potassium channel; Q12809; U2OS, BacMam KCNH2, thallium flux FluxOr; stronger effect = lower value; activity change, % at 1.84 µM; hit rate 0.37% among 340,000; AID 720551;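 active = maximum activity change below -70%; inconclusive = maximum activity change between -70% and -50%; inactive = maximum activity change above -50%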; note: % is set by controls: 0 for no effect and ±100 for the full control effect
#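 U2OS cells transduced with wild-type KCNH2 virus are loaded with FluxOr dye for 45 min, and thallium flux is measured in kinetic reads before and after stimulation buffer. Rate constants are normalized to DMSO controls.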
# CXXC DNA block: inhibitors of human MLL CXXC domain-DNA interaction; Q03164; MLL-CXXC / FITC-HOXA9 DNA fluorescence polarization; Potency, µM (doses to about 115 µM), inactives show at the top dose activity change, negative = inhibition, actives largely listed as inhibitors; hit rate 0.037% among 290,000; active = well fitted inhibition curve with a large enough effect in the polarisation, with a control signal flat, not every such curve was filed as active; inconclusive = small, poorly fitted or top-dose-only effect, or effect the other way, or a change in a side signal; inactive = no such curve, though single readings can be large or run the other way; the % refers to the polarisation; note: potency is the fitted concentration of half-maximal effect
#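 Purified MLL-CXXC (added from a 7 uM solution) was preincubated 5 min at ambient with pinned compounds in 50 mM Tris-HCl pH 7.5, 50 mM NaCl, 1 mM DTT, 0.05% BSA. Fluorescein-labeled HOX-A9 DNA (50 nM solution) followed, 30 min, then polarization read.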
# The depositor's hits bear a star; i = inactive; ? = inconclusive; . = not tested or not shown; [ ] = remark or other dose. Unless noted, calls come from the whole dose curve; as a rule, active = well fitted curve in the direction sought with a large enough effect; inconclusive = small, poorly fitted or top-dose-only effect, or another doubt; inactive = no such curve, though single readings can be large; an effect the other way counts as inactive or inconclusive.
SMILES,KCNH2 3.1 inh,TRPV1 ag,Coupling enz,GALK inhibitor,MBNL1-CUG inh,AT treatment,ASM inhibitor,Integrin act MD,KCNH2 WT inh,CXXC DNA block
CCN(CC)c1cc(Cl)nc(N)n1,2,-6,2,5%,0%,-8%,1%,-7%,4,?
O=c1c(-c2ccc(Cl)cc2)coc2c(CN3CCCCC3)c(O)ccc12,-6,-14,0,7%,0%,-3%,10%,?,2,6%
Cc1ccccc1NC(=S)NCc1ccco1,-1,-2,0,1%,4%,-3%,6%,0%,3,0%
CN(C1CCCC1)C1CCN(C(=O)CNC(=O)/C=C/c2ccccc2)CC1,8,13,-2,.,0%,.,5%,6%,7,?
Cc1cc(=O)[nH]c(SCC(=O)Nc2ccc3c(c2)OCCO3)n1,1,1,-2,1%,9%,-3%,2%,-3%,-5,0%
Cc1nnc2ccc(-c3ccc(NC(=O)Cc4cccs4)cc3)nn12,20,-1,-3,1%,?,-7%,4%,37%,2,-6%
CC(C)CNc1cc(N2CCCC2)ccc1[N+](=O)[O-],-13,?,-1,.,?,1%,?,-42%,-16,-13%
CN1CCN(S(=O)(=O)c2ccc(N3CCN(c4ccc(O)cc4)CC3)c([N+](=O)[O-])c2)CC1,4,-3,.,.,.,-14%,-5%,-9%,-11,.
COc1cc(NC(=O)CCNC(=O)Cn2cnc3ccccc3c2=O)cc(OC)c1OC,29,0,0,-2%,-5%,-3%,2%,7%,-6,0%
CCc1nnc(NC(=O)Cc2ccc(OCc3c(C)noc3C)cc2)s1,-17,0,1,-4%,-10%,-2%,3%,-8%,2,0%
O=C(c1ccccc1)N1N=C(c2cccs2)CC1c1ccccc1O (stereo not drawn),7,26,-3,-2%,13%,1%,-11%,10%,-4,24%
O=C(CSC(=S)N1CCCCC1)Nc1ncc2c(n1)CC(c1ccco1)CC2=O (stereo not drawn),-14,.,12,5%,.,1%,-1%,-5%,1,-5%
CC(C)c1ccc2[nH]c(O)c(N=NC(=O)c3ccc(CSc4nncn4C)cc3)c2c1,-9,3,-3,-1%,19%,-1%,-2%,7%,13,4%
Cc1ccc(C)c(SCC(=O)OCC(=O)NCCNC(=O)COC(=O)CSc2cc(C)ccc2C)c1,-36,0,.,.,.,-1%,1%,-7%,1,.
Cc1oc2ccc(O)cc2c1C(=O)c1ccccc1,18,-6,1,-3%,0%,4%,-1%,0%,15,-5%
Fc1ccc(Nc2nnc(C(F)(F)F)s2)cc1,11,14,-1,-1%,-23%,9%,-2%,-14%,-4,2%
COc1ccc(Cl)cc1NC(=O)c1ccccc1C,3,10,1,0%,-12%,.,3%,6%,-16,6%
CCOc1cc(NC(=O)C2CC2)c(OCC)cc1NC(=O)c1ccccn1,-6,25,-1,-3%,5%,-1%,1%,-18%,-14,-2%
C=CC[C@H]1C=C[C@@H](C(C(=O)OC)C(=O)OC)CN1C(C)=O,3,.,.,.,.,.,2%,-7%,-49,.
CCN(CC(=O)N1CCN(C)CC1)S(=O)(=O)c1ccc(Cl)cc1,-21,-1,1,-1%,-8%,-1%,6%,3%,-3,-3%
CCN1C(=O)[C@@H]2[C@@H](c3ccc(-c4ccc(Cl)c(Cl)c4)cc3)N3CCCC[C@@]3(C(=O)OC)[C@@H]2C1=O,-1,-1,.,.,.,9%,-11%,9%,14,.
Cc1onc(-c2c(Cl)cccc2Cl)c1CO/N=C(\C#N)c1c(Cl)cccc1Cl,-3,27,-5,0%,.,14%,0%,-3%,-2,-9%
COc1ccccc1NC(=O)C1=C(C)NC(SCC(=O)c2ccccc2)=C(C#N)C1c1ccco1 (stereo not drawn),-16,4,-5,-5%,112%[activator],-5%,-1%,-28%,-6,18%
CCCOc1ccc(C2NC(=S)NC(c3ccccc3)=C2C(=O)Nc2ccc(C)cc2)cc1OC (stereo not drawn),-18,1,-3,0%,22%,4%,-10%,0%,8,-15%
Cc1nn(Cc2c(Cl)cccc2Cl)c(C)c1NC(=O)c1sc2ccccc2c1Cl,-1,6,3,1%,-11%,.,-2%,-36%[inhibitor],2,11%

# (further entries)
SMILES,KCNH2 3.1 inh,TRPV1 ag,Coupling enz,GALK inhibitor,MBNL1-CUG inh,AT treatment,ASM inhibitor,Integrin act MD,KCNH2 WT inh,CXXC DNA block
COc1ccc(C2c3ccc(O)cc3Oc3ncn4nc(-c5ccccn5)nc4c32)cc1 (stereo not drawn),-3,1,4,-5%,-14%,-8%,0%,-61%[inhibitor],-5,10%
COC(=O)COc1ccc(S(=O)(=O)N2CCCCC2)cc1[N+](=O)[O-],-8,-3,2,10%,19%,-4%,0%,24%,-4,4%
Cn1cnnc1SCC(=O)Nc1ccc(Cl)c(S(=O)(=O)N2CCOCC2)c1,-3,-1,-1,8%,-4%,0%,2%,-11%,-2,0%
Cc1ccc(NC(=O)CSc2nc3ccccc3nc2N2CCCC2)cc1,6,?,1,.,0%,8%,40%[activator],-12%,10,.
O=C1C=C(NNC(=O)c2ccccc2Br)CCC1,.,2,1,0%,-8%,-2%,2%,31%,0,-5%
CNC(=S)N1N=C(c2ccccc2)CC1c1ccc(OC)c(OC)c1 (stereo not drawn),13,-5,2,-2%,26%,1%,2%,2%,26,8%
COc1ccccc1NC(=O)COC(=O)c1c[nH]c2ccccc12,11,7,.,.,.,1%,-7%,8%,-2,.
COc1ccc(NS(=O)(=O)c2cccc(C(=O)NCC(c3ccc(OC)cc3)N3CCCCC3)c2)cc1 (stereo not drawn),-37,.,.,.,.,.,-1%,-23%,47,.
CCN(CC)C(=O)CCNS(=O)(=O)c1ccc(C)cc1,-7,1,.,-3%,-5%,2%,4%,0%,-21,1%
O=C(NC(=S)N(CCO)Cc1ccccc1)c1ccc(F)cc1Cl,9,5,0,-2%,-3%,-30%,2%,-23%,-3,7%
O=C(Nc1cccc(C(F)(F)F)c1)c1sc(Cl)nc1C(F)(F)F,3,-1,1,-2%,1%,-7%,-11%,-58%[inhibitor],2,-4%
N#CCSc1nc2ccccc2c(=O)n1-c1ccccc1,16,-5,4,-1%,5%,3%,-2%,10%,3,1%
CCOc1ccc(Cn2cc(F)c(=O)[nH]c2=O)cc1,12,-2,4,4%,-15%,5%,2%,-4%,-3,-2%
COc1ccc(Oc2nc3c(c(=O)n(C)c(=O)n3C)n2Cc2cccc(OC)c2)cc1,-9,1,0,0%,26%,0%,2%,2%,6,-3%
Cc1noc(NS(=O)(=O)c2ccc(NC(=O)c3cc(=O)c4ccccc4o3)cc2)c1C,-21,-1,.,2%,?,-10%,2%,21%,-5,0%
CC(C)CN(C(=O)CCNC(=O)c1ccc([N+](=O)[O-])cc1)C1CCS(=O)(=O)C1 (stereo not drawn),-14,.,.,.,.,9%,0%,-10%,0,.
COc1ccccc1N1CCN(c2ccc3ccccc3n2)CC1,-21,13,-1,0%,8%,10%,16%,8%,-1,19%
Cc1ccc(S(=O)(=O)N2CCOCC2)cc1NC(=O)CN1CCC(Cc2ccccc2)CC1,-4,?,-5,1%,3%,1%,-3%,-54%[inhibitor],i,4%
Cc1nnc(N(C)C(=O)c2cnccn2)s1,13,-2,0,11%,0%,-3%,0%,33%,1,6%
CN(C)c1cc[n+](CC(=O)c2ccc(Br)cc2)cc1,20,-10,1,0%,-14%,10%,1%,-36%,-4,3%
COc1cccc(C2C(C(=O)Nc3ccccc3)=C(C)N=c3s/c(=C/c4ccc(OCC(=O)O)cc4)c(=O)n32)c1 (stereo not drawn),1,0,1,-3%,?,-5%,-11%,-18%,0,-4%
CC(C)(O)/C=C1/Oc2ccccc2C1N1CCCCC1 (stereo not drawn),-1,1,7,8%,-2%,7%,-1%,-21%,0,4%
O=C(CNC(=O)c1ccco1)OCC(=O)c1ccc(Cl)cc1,13,-4,1,1%,-2%,-3%,-4%,16%,.,1%
O=C(CCn1cnc2ccccc2c1=O)Nc1cccc(Cl)c1,10,11,3,-2%,7%,1%,-1%,3%,4,8%
Cc1cc(F)ccc1S(=O)(=O)Nc1c(C)n(C)n(-c2ccccc2)c1=O,-74*,-4,1,0%,-10%,-5%,-3%,10%,-8,-3%
Cc1[nH]n(-c2ccccc2)c(=O)c1/C=N/NC(=O)c1ccc(O)cc1O,-8,?,-13,-2%,-6%,-2%,3%,12%,3,3%
N#CCCCCn1c(-c2cncs2)nc2ccccc21,-7,12,-4,2%,-2%,3%,-3%,-14%,-3,0%

# Fetched by compound from above (2):
SMILES,KCNH2 3.1 inh,TRPV1 ag,Coupling enz,GALK inhibitor,MBNL1-CUG inh,AT treatment,ASM inhibitor,Integrin act MD,KCNH2 WT inh,CXXC DNA block
Cc1ccc(C)c(SCC(=O)OCC(=O)NCCNC(=O)COC(=O)CSc2cc(C)ccc2C)c1,-36,0,.,.,.,-1%,1%,-7%,1,.
N#CCSc1nc2ccccc2c(=O)n1-c1ccccc1,16,-5,4,-1%,5%,3%,-2%,10%,3,1%
